GLS inh: qHTS for Inhibitors of Glutaminase (GLS); GLS enzymatic activity, qHTS titration; hit rate 0.21% among 410,000; Potency, µM (highest dose often 45.5 µM), for inactives: top-dose activity change, negative = inhibition, actives largely listed as inhibitors; AID 624170, 2012; also: % is scaled to controls: 0 for no effect and ±100 for the full control effect
Target sequence (O94925 whole entry, looked up): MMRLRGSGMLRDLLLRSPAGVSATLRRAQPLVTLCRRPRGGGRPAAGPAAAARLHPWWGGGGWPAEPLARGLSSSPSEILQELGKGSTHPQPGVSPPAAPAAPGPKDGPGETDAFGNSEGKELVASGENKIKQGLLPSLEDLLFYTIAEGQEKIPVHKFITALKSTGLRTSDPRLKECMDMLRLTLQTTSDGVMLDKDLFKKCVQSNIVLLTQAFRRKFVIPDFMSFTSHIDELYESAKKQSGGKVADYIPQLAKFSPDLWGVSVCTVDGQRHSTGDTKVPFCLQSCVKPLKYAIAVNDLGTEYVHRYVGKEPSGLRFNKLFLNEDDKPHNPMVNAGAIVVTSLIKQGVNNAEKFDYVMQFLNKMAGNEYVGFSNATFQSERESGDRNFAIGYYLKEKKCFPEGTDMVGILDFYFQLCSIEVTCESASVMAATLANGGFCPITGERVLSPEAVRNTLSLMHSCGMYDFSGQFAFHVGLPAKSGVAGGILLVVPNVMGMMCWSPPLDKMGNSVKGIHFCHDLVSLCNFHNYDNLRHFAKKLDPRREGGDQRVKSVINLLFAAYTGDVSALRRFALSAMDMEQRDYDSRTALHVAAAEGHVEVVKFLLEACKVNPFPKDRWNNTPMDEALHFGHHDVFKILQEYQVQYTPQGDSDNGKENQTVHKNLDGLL
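Enzyme dispensed in phosphate buffer (45 mM, pH 8.2, 0.02% Tween-20), compounds pinned in, then 1 mM L-glutamine solution and the glutamate oxidase–HRP–Amplex Red mix added; fluorescence read immediately and again after 30 min at room temperature.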
BLM inh: qHTS Assay for Inhibitors of Bloom's syndrome helicase (BLM). RecQ-like DNA helicase BLM (Homo sapiens), P54132. recombinant BLM DNA unwinding, fluorescence dequenching. Potency, µM (doses to about 56.1 µM), for the others: top-dose activity change, negative = inhibition, most hits filed as inhibitors. hit rate 0.2% among 350,000;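 also: plate controls were vehicle for no effect and no enzyme for full effect; nearly all actives have a fitted effect of over 35% in size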
BAZ2B block: qHTS Assay for Inhibitors of BAZ2B | Bromodomain adjacent to zinc finger domain protein 2B (Homo sapiens), Q9UIF8 | AlphaScreen BAZ2B-H3K14Ac peptide displacement | Potency, µM (doses to about 114 µM), without a hit: at the highest dose activity change, negative = inhibition, most hits filed as inhibitors | hit rate 4.4% among 360,000; also: % is scaled to controls: 0 for no effect and ±100 for the full control effect; nearly all actives have a fitted effect of over 60% in size
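BAZ2B (50 nM) with biotin-H3(5-23)K14Ac peptide (50 nM) in PBS pH 7.4, 0.01% Tween-20, preformed 30 min, then compound 30 min at room temperature; top concentration 110uM. AlphaScreen streptavidin donor/nickel chelate acceptor beads (10 ug/mL final), 20 min dark, signal read.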
G9a inh: qHTS Assay for Inhibitors of Histone Lysine Methyltransferase G9a. Histone-lysine N-methyltransferase EHMT2 (Homo sapiens), Q96KQ7. G9a H3K9 monomethylation, AlphaScreen, 2 h. Potency, µM (top dose mostly 102 µM), for the others: at the highest dose activity, negative = inhibition, usual class: inhibitors. hit rate 8.8% among 350,000; also: % is scaled to controls: 0 for no effect and ±100 for the full control effect; nearly all actives have a fitted effect of over 75% in size
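Signal arises when biotinylated H3K9 peptide, once monomethylated, bridges streptavidin donor and antibody-captured acceptor beads. Enzyme at 20 nM was preincubated 15 min with test compounds; peptide 500 nM and SAM 20 uM then reacted for 2 h.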
Tb PGK inh: qHTS Assay to Find Inhibitors of Phosphoglycerate Kinase. Phosphoglycerate kinase, glycosomal (Trypanosoma brucei brucei), P07378. PGK/GAPDH coupled, Kinase-Glo luminescence, 60 min. Potency, µM (titrated, usually from 57.5 µM), without a hit: at the highest dose activity change, negative = inhibition, usual class: inhibitors. hit rate 0.043% among 380,000. AID 602233, 2012; also: % is scaled to controls: 0 for no effect and ±100 for the full control effect; nearly all actives have a fitted effect of over 60% in size
Target sequence (P07378 whole entry, looked up): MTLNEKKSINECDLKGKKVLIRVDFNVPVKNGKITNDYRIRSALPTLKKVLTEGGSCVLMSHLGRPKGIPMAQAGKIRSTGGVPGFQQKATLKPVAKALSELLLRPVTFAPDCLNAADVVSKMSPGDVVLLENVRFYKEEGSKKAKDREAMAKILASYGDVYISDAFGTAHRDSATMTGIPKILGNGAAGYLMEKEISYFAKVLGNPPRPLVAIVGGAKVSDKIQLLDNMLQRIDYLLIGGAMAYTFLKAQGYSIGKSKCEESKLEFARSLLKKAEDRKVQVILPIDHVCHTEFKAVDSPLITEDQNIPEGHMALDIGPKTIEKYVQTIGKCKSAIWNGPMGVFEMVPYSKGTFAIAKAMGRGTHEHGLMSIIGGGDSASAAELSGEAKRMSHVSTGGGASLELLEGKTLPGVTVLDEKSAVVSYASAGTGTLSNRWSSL
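Luminescent ATP detection (Kinase-Glo Plus) follows a 60-minute room-temperature incubation, with wells lacking PGK as controls. Buffer: 100 mM TEA (pH 7.6), 5 mM MgCl2, 0.01% Tween-20. Coupling enzyme GAPDH (100 nM final) supplies unstable 1,3-BPG in-well.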
HP1b binding inh: HTS for Inhibitors of HP1-beta Chromodomain Interactions with Methylated Histone Tails. Chromobox protein homolog 1 (Homo sapiens), P83916. AlphaScreen HP1-beta / biotin-H3K9me3 peptide binding. Potency, µM (highest dose often 114 µM), for inactives: top-dose activity change, negative = inhibition, usual class: inhibitors. hit rate 0.56% among 390,000; also: nearly all actives have a fitted effect of over 70% in size; inactives centre near 23
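AlphaScreen: HP1-beta (50 nM) preformed 30 min with biotin-H3(1-18)K9me3 peptide (50 nM) in PBS pH 7.4, 0.01% Tween-20. Compound added for 30 min at RT, then streptavidin donor/nickel chelate acceptor beads (10 ug/mL) for 30 min.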
POLI inh: qHTS for Inhibitors of Polymerase Iota; Potency, µM (titrated, usually from 115 µM), for inactives: at the top dose activity, negative = inhibition, most hits filed as inhibitors; Pol iota fluorescent replication assay, 10 min; hit rate 1% among 390,000; AID 588590, 2011; DNA polymerase iota (Homo sapiens), Q9UNA4
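Pol iota at 10 nM preincubated 15 min with compounds at room temperature; reaction started with fluorescent substrate, 50 nM final. Fluorescence read kinetically at 0 and 10 min; buffer-only wells as negative control.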
JMJD2A Tudor: qHTS Assay for Inhibitors of JMJD2A-Tudor Domain | AlphaScreen JMJD2A-Tudor / H3K4me3 peptide binding | Potency, µM (top dose mostly 114 µM), inactives show top-dose activity change, negative = inhibition, usual class: inhibitors | hit rate 4.4% among 390,000 | Lysine-specific demethylase 4A (Homo sapiens), O75164; also: % is scaled to controls: 0 for no effect and ±100 for the full control effect; nearly all actives have a fitted effect of over 50% in size
Pin1 inhibitor: qHTS Assay to Find Inhibitors of Pin1; Peptidyl-prolyl cis-trans isomerase NIMA-interacting 1 (Homo sapiens), Q13526; AID 504891, 2011; Potency, µM (series often up to 115 µM), without a hit: at the top dose activity, negative = inhibition, usual class: inhibitors; hit rate 0.009% among 390,000; Pin1 FP peptide displacement, HiFluor488, 10 min; active = well fitted inhibition curve with a large enough effect in the polarisation, with a control signal flat, not every such curve was filed as active; inconclusive = small, poorly fitted or top-dose-only effect, or effect the other way, or a change in a side signal; inactive = no such curve, though single readings can be large or run the other way; the % refers to the polarisation; also: % is scaled to controls: 0 for no effect and ±100 for the full control effect
An asterisk follows results filed as active; i = inactive; ? = inconclusive; / = not tested or not shown; [ ] = another dose, or the depositor's remark. Unless noted, calls follow the shape of the dose curve; as a rule, active = well fitted curve in the direction sought with a large enough effect; inconclusive = small, poorly fitted or top-dose-only effect, or another doubt; inactive = no such curve, though single readings can be large; an effect the other way counts as inactive or inconclusive. Potency is read from the fitted curve at half-maximal effect. Only part of the results is shown (hit frequency here may not be typical).

Tb PGK inh,POLI inh,GLS inh,HP1b binding inh,BAZ2B block,G9a inh,Pin1 inhibitor,JMJD2A Tudor,BLM inh,canonical_smiles
-5%,2%,1%,24%,1%,-6%,1%,-23%,0%,NS(=O)(=O)c1ccc(NC(=O)CSc2nc3ccccc3nc2N2CCOCC2)cc1
i,?,14%,-3%,-6%,17%[59 µM],-2%,-22%,0%,COC(=O)/C(C#N)=C/c1c(Oc2cc(C)cc(C)c2)nc2c(C)cccn2c1=O
9%,-12%,-16%,13%,-3%,-36%[59 µM],-13%,-6%,-2%,Cc1cccc(N2CCN(C(=O)CCc3nnc4n(CC(C)C)c(=O)c5ccccc5n34)CC2)c1C
-11%,-4%,0%,114%,38%,188%[activator],4%,47%[activator],-12%,COc1cccc(CNCC(O)(c2ccc(Cl)cc2)c2ccc(Cl)cc2)c1
-2%,6%,2%,27%,-7%,16%[59 µM],0%,-18%,-4%,CCn1cc(C(=O)NCC(=O)OC)c2cc(OC)c(OC)cc2c1=O
4%,1%,15%,?,79µM*,7.1µM*,-6%,1µM*,-7%,CCn1c2ccccc2c2cc(CN3CCN(S(=O)(=O)Cc4ccccc4)CC3)ccc21
-2%,12%,1%,17%,-23%,?,-4%,-8%,-2%,COc1cccc(NC(=O)c2c([N+](=O)[O-])cnn2C)c1
1%,5%,15%,27%,-10%,45µM*,-1%,-13%,1%,c1ccc(CNc2nc3ccccc3n3cnnc23)nc1
5%,20%,15%,37%,-31%,5%[59 µM],6%,-25%,-6%,Cn1c(CN2CCCC2)nc2cc(NC(=O)COc3ccccc3)ccc21
/,-3%,7%,9%,-26%,-3%[59 µM],-2%,-26%,-10%,COc1ccc(-c2nc3ccc(NS(=O)(=O)c4ccc(C)cc4)cc3o2)cc1
8%,84%[activator],-8%,28%,/,/,1%,0%,/,CCN(C(=O)CSc1nnc(-c2ccc(OC)cc2)n1C(C)C)C1CCS(=O)(=O)C1 (centres undefined)
i,-1%,-5%,12%[57 µM],8%,14%[59 µM],?,-7%,-6%,Cc1ccc2nc(COc3cccc(NC(=O)COc4ccc(F)cc4)c3)cc(=O)n2c1
0%,0%,-4%,29%,?,/,-4%,-11%,-5%,O=C(Cc1ccccc1)Nc1ccc(NC(=O)c2cccnc2)cc1
6%,5%,-2%,92%[activator],-3%,10%[59 µM],?,-4%[57.1 µM],0%,CCN1C(=O)c2cccc3c(S(=O)(=O)Nc4ccccn4)ccc1c23
-7%,11%,0%,33%,?,-6%,0%,-12%,2%,COc1cc(S(=O)(=O)n2cnc(C)c2)ccc1Br
-6%,?,-4%,1%,79µM*,17%[59 µM],-2%,?,-12%,Cc1ccc(-n2nc3c(=O)n(C(C)C(=O)NCc4ccc5c(c4)OCO5)nc(C)c3c2C)cc1 (centres undefined)
-2%,41%[activator],13%,17%,-1%,3%,-2%,3%[11.4 µM],2%,Cc1ccc(CC(CC(=O)O)C(=O)NCC23CC4CC(CC(C4)C2)C3)cc1 (centres undefined)
-17%,-8%,24%,64%[activator],-29%,25%[12.7 µM],-2%,-21%,0%,CC1(C)CC(CC(=O)NC(=S)Nc2ccc([N+](=O)[O-])cc2)C(=O)O1 (centres undefined)
8%,17%,0%,21%,-7%,-5%,-2%,-5%,-4%,CC(C)(C)C1CCc2onc(C(=O)Nc3ccc4c(c3)OCO4)c2C1 (centres undefined)
-2%,?,-1%,42%[activator],2%,-8%[12.7 µM],-6%,-17%,-9%,CC1(c2nnc(-c3ccc(F)cc3)o2)CC(c2ccc(F)cc2)=NO1 (centres undefined)
-10%,16%,0%,25%,-31%,45µM*,2%,-20%,-4%,O=C(Cn1c(=O)c2cccn2c2ccc(F)cc21)NCCCN1CCN(c2ccccc2F)CC1
/,-14%,-6%,17%,-26%,-7%[59 µM],10%,-22%,-4%,CC(Sc1nc(=O)cc(N)n1CCc1ccccc1)C(=O)Nc1cccc(Cl)c1 (centres undefined)
i,46%[activator],0%,59%[activator],-5%,-4%[59 µM],24%,-17%,-6%,COc1ccc(NC(=O)Cn2c(=O)n(-c3ccc(OC)cc3)c(=O)c3sc4ccccc4c32)cc1
3%,33%[activator],10%,30%,10%,-40%[12.7 µM],0%,-10%,-1%,c1cc(C(c2nnnn2C2CCCC2)N2CCOCC2)ccn1 (centres undefined)
5%,-28%,20%,-2%,-4%,22%,0%,-9%,-6%,CC(Oc1ccc(F)cc1Br)c1nc2ccccc2c(=O)[nH]1 (centres undefined)

Reprinted from the part before: two entries, then new ones.
Tb PGK inh,POLI inh,GLS inh,HP1b binding inh,BAZ2B block,G9a inh,Pin1 inhibitor,JMJD2A Tudor,BLM inh,canonical_smiles
3%,33%[activator],10%,30%,10%,-40%[12.7 µM],0%,-10%,-1%,c1cc(C(c2nnnn2C2CCCC2)N2CCOCC2)ccn1 (centres undefined)
5%,-28%,20%,-2%,-4%,22%,0%,-9%,-6%,CC(Oc1ccc(F)cc1Br)c1nc2ccccc2c(=O)[nH]1 (centres undefined)
-11%,153%[activator],-4%,6%,0%,37%,1%,-13%,-1%,COc1ccc(C(=O)/C=C/Nc2ccccn2)c(OC)c1
7%,10%,-3%,14%,31%,-44%[12.7 µM],-3%,-10%,0%,Cn1nc(-c2ccccc2)c(C(O)c2ccccc2C(F)(F)F)c1Cl (centres undefined)
8%,1%,0%,36%,6%,-47%,-1%,-8%,-2%,COCCCNCCOCCOc1c(OC)cccc1OC
i,48%[activator],1%,24%,-12%,4%,-6%,-4%,-1%,COc1cc2[nH]c(=O)c(C(=O)NCc3ccc(F)cc3)c(O)c2cc1OC
i,-5%,-1%,36%,9%,-4%,-7%,-3%,0%,CC(=O)c1cc2c(cc1NC(=O)CCCC(=O)O)OCO2
/,16%,6%,55%[activator],-2%,-31%[12.7 µM],-1%,-7%,-8%,CCN(Cc1ccccc1)C(c1cccc(C#N)c1)c1nnnn1C(C)(C)C (centres undefined)
i,117%[activator],7%,16%,-8%,8%[59 µM],0%,-15%,-2%,O=C(CCN1C(=O)COc2ccccc21)N1CCN(c2ccccc2)CC1
1%,-34%,0%,3%,-1%,-7%,0%,-34%,1%,C=C1C2C[C@H](O)C(C)(C)[C@@]2(O)[C@H](O)C[C@]23C[C@@](C)(O)[C@H](CC[C@H]12)[C@H]3O (some centres undefined)
0%,?,?,?,50µM*,29%[0.501 µM],3%,-28%[11.4 µM],-12%,COc1ccc2ccc3c(c2c1)N=C[C@]1(O3)N(C)c2ccccc2C1(C)C
-9%,-7%,17%,?,50µM*,8.9µM*,-5%,0.89µM*,-2%,COc1cccc(CN2CCC(N(CCc3ccccc3)Cc3ccccc3)CC2)c1OC
1%,41%[activator],17%,-17%,?,?,9%,?,-6%,COc1cc2c(cc1OC)/C(=C/C(=O)c1ccccc1)NCC2
i,32%[activator],2%,22%[57 µM],-3%,13%[0.501 µM],?,-7%,-2%,CCOP(=O)(c1ccc(N(C)C)cc1)C(O)c1ccc(OC)cc1 (centres undefined)
-4%,?,4%,76%[activator],11%,4%[12.7 µM],21%,6%,-11%,COc1ccccc1-c1cc(C(F)(F)F)nc(NCc2ccco2)n1
i,86%[activator],-22%,40%[activator],-32%,?,4%,-24%,92%[activator],COc1ccccc1NC(=O)CSc1nc2c(sc3ccccc32)c(=O)n1CCN(C)C
i,-24%[58.9 µM],48%[activator],23%,2%,/,-1%,-7%,-10%,Cc1ccc(/C(N)=N/OC(=O)c2cccc(Cn3cc(C(F)(F)F)ccc3=O)c2)cc1
-4%,-8%,-5%,-29%,-1%,?,1%,?,-13%,COc1cc(NC(=S)N2CCN(C(=O)c3ccco3)CC2)c(OC)cc1Cl
6%,5%,22%,19%,-3%,?,2%,-3%,-8%,CSC1=C(C#N)C(C)CC(=O)N1 (centres undefined)
4%,56µM*,1%,-2%,-38%,45µM*,-2%,-34%,-18%,Cc1cc(C(=O)OCC(=O)Nc2sc3c(c2C#N)CCC(C)C3)c2ccccc2n1 (centres undefined)
3%,-14%,-1%,34%,-10%,42%[59 µM],-4%,1%,2%,O=C(CCC(=O)c1cccs1)c1cccs1
4%,-6%,-1%,39%[activator],10%,50µM*,-3%,-30%,-2%,COc1ccc(S(=O)(=O)N2CCN(Cc3ccc4c(c3)OCO4)CC2)c2ccccc12
-12%,14%,3%,17%,-38%,-6%[59 µM],5%,-13%,3%,O=C(c1ccc(F)cc1)N1CCN(c2ccc([N+](=O)[O-])c(N3CCOCC3)c2)CC1
i,-16%,-4%,-2%,-5%,-6%,0%,-8%,-3%,COc1cccc(C(C(=O)NCC2CCCO2)N(C(=O)Cn2nnc3ccccc32)c2ccccc2C(C)=O)c1OC (centres undefined)
-8%,7%,-6%,23%,5%,4%[59 µM],-7%,2%,-2%,COc1ccc(C(CC(=O)O)NS(=O)(=O)c2ccc(C)cc2)cc1OC (centres undefined)
2%,17%,0%,59%,-6%,12%[12.7 µM],0%,-13%,2%,O=C(O)c1ccc(S(=O)(=O)Cc2ccccc2)cc1
4%,23%,-7%,15%,-9%,-4%,2%,0%,-1%,CC(C)(CNC(=O)C1c2ccccc2-c2ccccc21)N1CCOCC1

Source: PubChem (National Center for Advancing Translational Sciences (NCATS))
